RECQ1 inh – blocks DNA unwinding by human RECQ1; actives 0.54% (n = 240,000); Potency, µM (top dose mostly 57.3 µM), without a hit: at the highest dose activity, negative = inhibition, usual class: inhibitors; RECQ1 DNA unwinding, red fluorescence kinetic read;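 further: plate controls were vehicle for no effect and no enzyme for full effect; nearly all actives have a fitted effect of over 30% in size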
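50 nM RECQ1T1 preincubated 15 min with compound in Tris pH 8.0 buffer with MgCl2, DTT, Tween-20 and 2.5 ug/ml poly(dI-dC); started with 200 nM TAMRA/BHQ-2 forked duplex and 2 mM ATP. Unwinding read as fluorescence (525/598 nm), two reads 2 h apart.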
Epigenetic reg – epigenetic control regulation, reporter derepression | actives 0.2% (n = 280,000) | Potency, µM (titrated, usually from 53.9 µM), without a hit: at the top dose GFP activation, most hits filed as activators | murine LDR cells, GFP reporter derepression, 30 h; further: % of control where 0% means no effect; nearly all actives have a fitted effect of over 60% in size
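Reporter derepression read as number of fluorescent GFP-positive objects, 20-120 um in size, counted by laser-scanning cytometer. Mouse LDR line with an epigenetically silenced CMV-GFP locus; compound incubation 30 h, 37 C.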
KDM4E inh – inhibitors of human JMJD2E histone demethylase. B2RXH2. JMJD2E catalytic domain, FDH-coupled NADH fluorescence (FDH is formaldehyde dehydrogenase). Potency, µM (doses to about 57.1 µM), without a hit: top-dose activity change, negative = inhibition, actives largely listed as inhibitors. actives 1.6% (n = 230,000). AID 2147; active means well fitted inhibition curve with a large enough effect, not every such curve was filed as active; inconclusive means small, poorly fitted or top-dose-only effect, or another doubt; inactive means no such curve, though single readings can be large or run the other way;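 further: 0% = wells with enzyme and -100% = buffer wells without enzyme; nearly all actives have a fitted effect of over 50% in size; many of its hits are not listed in these tables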
Target sequence (B2RXH2 1-337 limits assumed): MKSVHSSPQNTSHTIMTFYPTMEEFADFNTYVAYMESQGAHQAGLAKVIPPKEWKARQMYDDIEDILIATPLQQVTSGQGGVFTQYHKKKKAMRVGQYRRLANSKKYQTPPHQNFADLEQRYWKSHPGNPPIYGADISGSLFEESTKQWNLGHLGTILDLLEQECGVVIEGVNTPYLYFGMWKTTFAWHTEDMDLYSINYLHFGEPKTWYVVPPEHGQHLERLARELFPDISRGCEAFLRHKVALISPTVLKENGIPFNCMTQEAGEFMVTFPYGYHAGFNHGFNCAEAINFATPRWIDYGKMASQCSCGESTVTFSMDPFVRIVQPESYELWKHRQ
RGS12 GoLoco inh – inhibitors of human Gai1-RGS12 GoLoco interaction (red fluorophore). Gai1:RGS12 GoLoco peptide FP, rhodamine, 10 min. P63096. actives 0.44% (n = 230,000). AID 880. Potency, µM (doses to about 61.6 µM), without a hit: at the top dose activity, negative = inhibition, most hits filed as inhibitors; active means well fitted inhibition curve with a large enough effect, not every such curve was filed as active; inactive means no such curve, though single readings can be large or run the other way; further: on the % scale 0 is the no-effect control and ±100 the full control effect; nearly all actives have a fitted effect of over 30% in size; many of its hits are not listed in these tables
Target sequence (P63096 whole entry, looked up): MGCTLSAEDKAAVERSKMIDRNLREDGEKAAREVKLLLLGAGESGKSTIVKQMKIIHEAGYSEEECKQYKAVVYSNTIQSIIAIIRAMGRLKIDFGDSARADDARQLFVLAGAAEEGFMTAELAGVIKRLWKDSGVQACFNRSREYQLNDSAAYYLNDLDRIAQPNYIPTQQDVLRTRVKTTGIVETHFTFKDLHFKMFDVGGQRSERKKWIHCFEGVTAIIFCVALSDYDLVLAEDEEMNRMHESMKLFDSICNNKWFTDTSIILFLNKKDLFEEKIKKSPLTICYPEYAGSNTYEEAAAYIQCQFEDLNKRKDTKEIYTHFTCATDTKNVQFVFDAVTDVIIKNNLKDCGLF
IMPase Li inh – membrane-permeable IMPase blocker, potentiated with lithium | CHO-M1 cells, IP1 TR-FRET (IP-One), carbachol + lithium | Potency, µM (titrated, usually from 59.4 µM), for the others: at the top dose activity, negative = IMPase inhibition, actives largely listed as inhibitors | actives 0.35% (n = 210,000) | AID 1457;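 further: IP1 builds up when IMPase is blocked and the TR-FRET signal falls; plate controls were basal vehicle for no effect and high inhibitor control for full effect; nearly all actives have a fitted effect of over 50% in size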
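Test compounds were applied to CHO-M1 cells previously cultured for 16–30 h at 2000 per well. A small lithium amount accompanied them; after 30 min at 37C, IP1 was quantified by TR-FRET.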
SMN2 splice up – increases expression of the SMN2 splice variant | actives 2.8% (n = 210,000) | AID 1458 | Potency, µM (titrated, usually from 46.1 µM), for inactives: at the top dose activity change, positive = activation, hits mostly activators | HEK293 SMN2-luciferase splicing reporter, luminescence, 30-36 h; further: % of control where 0% means no effect; nearly all actives have a fitted effect of over 55% in size
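HEK293 cells carry an SMN2 […]–luciferase reporter in which exon 7 inclusion puts luciferase in frame. Cells were plated 10-12 h before compound addition, then incubated 30-36 h at 37C. ONE-Glo luminescence was read; sodium butyrate at 4.5 mM final served as control.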
NPSR antag – antagonists of human neuropeptide S receptor cAMP signaling; actives 1% (n = 220,000); AID 1461; Potency, µM (doses to about 38.3 µM), for inactives: at the highest dose activity change, negative = inhibition, usual class: inhibitors; CHO-NPSR cells, cAMP TR-FRET, antagonist mode; further: on the % scale 0 is the no-effect control and ±100 the full control effect; nearly all actives have a fitted effect of over 50% in size; many of its hits are not listed in these tables
Target sequence (Q6W5P4 whole entry, looked up): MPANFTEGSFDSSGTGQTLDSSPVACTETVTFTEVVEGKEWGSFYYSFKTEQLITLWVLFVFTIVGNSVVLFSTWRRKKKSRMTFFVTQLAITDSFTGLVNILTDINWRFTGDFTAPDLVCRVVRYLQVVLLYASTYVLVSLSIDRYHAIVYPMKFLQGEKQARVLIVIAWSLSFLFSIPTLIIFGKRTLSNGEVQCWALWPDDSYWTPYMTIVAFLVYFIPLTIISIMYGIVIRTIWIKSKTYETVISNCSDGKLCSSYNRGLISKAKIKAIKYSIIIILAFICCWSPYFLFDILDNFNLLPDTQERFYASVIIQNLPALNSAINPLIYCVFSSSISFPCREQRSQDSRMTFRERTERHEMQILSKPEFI
KinaseGlo FLuc – counter-screen: inhibitors of Kinase-Glo firefly luciferase; Kinase-Glo luciferase, ATP luminescence, 8 min; actives 0.28% (n = 200,000); AID 1379; Potency, µM (series often up to 38.3 µM), without a hit: at the highest dose activity change, negative = inhibition, actives largely listed as inhibitors; Q27757; further: on the % scale 0 is the no-effect control and ±100 the full control effect; nearly all actives have a fitted effect of over 60% in size
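Recombinant Kinase-Glo luciferase, 10 uM ATP (linear range), luciferin; imidazole pH 7.2 / KCl / MgCl2 / Tween / BSA buffer; 8 min RT; luminescence.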
The depositor's hits bear a star; i = inactive; u = inconclusive; x = not tested or not shown; & = joins results of further samples; [ ] = another dose, or the depositor's remark. Unless noted, the call rests on the fitted dose curve; in most records, active means well fitted curve in the direction sought with a large enough effect; inconclusive means small, poorly fitted or top-dose-only effect, or another doubt; inactive means no such curve, though single readings can be large; an effect the other way counts as inactive or inconclusive. Potency means the concentration at half of the fitted maximal effect. The list is partial; count on the stated rates, not on these rows.

SMILES	RECQ1 inh	Epigenetic reg	KDM4E inh	RGS12 GoLoco inh	IMPase Li inh	SMN2 splice up	NPSR antag	KinaseGlo FLuc
CCC1=C2CC[C@H]3C(=O)NC(=O)[C@H]3[C@H]2[C@@]2(Cc3ccccc3)C(=NCC(=O)OC)OC(=O)N2C1=O	-3%	1.6%&-2.4%	-7%&9%	-1%&4%	-7%	-5%	23%	-2%
CC1=[N+](C)N(c2ccccc2)C(=O)C1N=Cc1ccccc1Cl (stereo unspecified)	-14%	0.0%	-1%	2%	-7%	-19%	12%	0%
FC(F)C(F)(F)c1cc(-c2ccc(Cl)cc2)n[nH]1	-3%	4.9%	-5%	6%	x	x	u	x
Cc1cccc(NC(=O)CCN2CC(C)OC(C)C2)c1 (stereo unspecified)	-2%	5.7%	5%	1%	-5%[38.3 µM]	-11%	13%[46.1 µM]	-8%
CCNC(=S)N1CCn2cccc2C1c1ccc(F)cc1 (stereo unspecified)	-4%	1.8%	-17%	-10%	1%	3%	-16%	13%
CCc1nn2cc(-c3ccccc3)nc2s1	u	0.0%	8%	6%	3%[38.3 µM]	1.4µM*	-6%[46.1 µM]	10µM*
Oc1ccc(-c2nc3ccccn3c2NCc2ccco2)cc1	-10%	-0.3%	u	-1%	-22%[38.3 µM]	5%	5%[46.1 µM]	-18%
Cc1cc(C)n(-c2ccc(C(=O)OCC(=O)Nc3ccc(Cl)c(S(=O)(=O)N(C)C)c3)cc2)n1	-14%	-0.3%	0%	-14%	3%[38.3 µM]	-7%	-15%[46.1 µM]	3%
CC(C)CNC(CC(=O)O)c1ccccc1 (stereo unspecified)	i	5.4%	8%	8%	-10%	-5%	8%	1%
CCOC(=O)CNc1oc(-c2ccccc2)nc1-c1ccccc1	i	-0.3%	-5%	1%	16%	16%	x	2%
C/C(=N\NC(=O)Cc1c[nH]c2ccccc12)c1ccc2ccccc2c1	-13%	-0.2%	-24%	11%	8%	-67%[inhibitor]	-28%	5%
CCOC(=O)c1cccc(NC(=O)CCc2nc(-c3ccc(C)cc3)no2)c1	7%	8.1%	7%	2%	10%[38.3 µM]	2%	-15%[46.1 µM]	2%

Overlap with the part before: 4 compounds; new compounds follow.
SMILES	RECQ1 inh	Epigenetic reg	KDM4E inh	RGS12 GoLoco inh	IMPase Li inh	SMN2 splice up	NPSR antag	KinaseGlo FLuc
CC(C)CNC(CC(=O)O)c1ccccc1 (stereo unspecified)	i	5.4%	8%	8%	-10%	-5%	8%	1%
CCOC(=O)CNc1oc(-c2ccccc2)nc1-c1ccccc1	i	-0.3%	-5%	1%	16%	16%	x	2%
C/C(=N\NC(=O)Cc1c[nH]c2ccccc12)c1ccc2ccccc2c1	-13%	-0.2%	-24%	11%	8%	-67%[inhibitor]	-28%	5%
CCOC(=O)c1cccc(NC(=O)CCc2nc(-c3ccc(C)cc3)no2)c1	7%	8.1%	7%	2%	10%[38.3 µM]	2%	-15%[46.1 µM]	2%
O=C(CSc1nc(-c2ccccc2)nc2c1Cc1ccccc1O2)Nc1ccc(C(=O)O)cc1	8.9µM*	1.1%	u	34%[activator]	-3%	-15%	-21%	-3%
CN(c1ccccc1C(=O)N1CCN(c2ccccc2)CC1)S(C)(=O)=O	-1%	3.5%	3%	-6%	-3%	-1%	-2%[46.1 µM]	1%
O=C(N/N=C/C=C\c1ccco1)c1cccs1	-12%	-0.9%	u	8%	12%	19%	-49%	-3%
Cc1ccc(S(=O)(=O)N2CCOCC2)c(C)c1NS(C)(=O)=O	-3%	-1.3%	-2%	4%	0%	-10%	12%	-2%
CCOC(=O)CSc1nc2sc3c(c2c(=O)[nH]1)CC(C)(C)OC3	-10%	-7.0%	-7%	x	x	x	-9%[46.1 µM]	x
Cc1cc(C)c(S(=O)(=O)NCCCn2ccnc2)c(C)c1	-9%	-1.1%	2%	-2%	-1%	0%	13%	-1%
COc1ccc(C(=O)N(c2ccccn2)C2CCCCC2)c(OC)c1	-10%	-1.4%	3%	3%	8%	-6%	-1%	1%
CCCCC(=O)Nc1ccccc1C#N	-7%	4.9%	14%	6%	-5%	-2%	2%	-2%
Cc1ccc(N(CC(=O)NCC2CCCO2)C(=O)CCC(=O)Nc2ccccn2)cc1 (stereo unspecified)	-11%	1.7%	3%	5%	-4%	-14%	29%	-4%
CN(CC(=O)N1CCN(c2ccccn2)CC1)S(=O)(=O)c1cccc2nsnc12	-13%	0.2%	3%	-9%	1%	-20%	9%	-1%
CC(C)N(C(=O)CSc1nnc(Cn2nnc3ccccc32)n1C)C(C)C	i	-5.5%	-4%	-5%	24%[38.3 µM]	12%	7%[46.1 µM]	-7%
CC(C)NC(=O)NC(=O)COC(=O)/C=C/c1ccc2c(c1)OCO2	7%	1.6%	u	11%	x	x	-4%	x
c1ccc(COc2ccc(OCCN3CCCC3)cc2)cc1	8%	1.9%	-23%	5%	15%	-2%	11%	1%
CCOC(=O)Cn1c(=O)oc2cc(S(=O)(=O)N(CCN(C)C)Cc3ccccc3)ccc21	i	-2.1%	0%	1%	3%[38.3 µM]	12%	18%[46.1 µM]	0%
Cc1cc(=O)n2[nH]c(=O)c(N=Nc3ccccc3)c2[nH]1	-5%	0.0%	-6%	8%	14%[38.3 µM]	-4%	-27%[46.1 µM]	-10%
COc1cccc(C(=O)Nc2nnc(-c3ccc(Cl)cc3)o2)c1	0%	1.3%	u	6%	x	x	3%	x
O=C(O)CC1(CC(=O)O)Nc2ccccc2SC1=O	x	x	x	-5%[14.2 µM]	-9%	-5%[9.22 µM]	x	-2%[7.66 µM]
O=C1/C(=C/c2ccccn2)SC(=S)N1N1CCOCC1	u	-1.3%	8%	12%	x	x	-17%	x
COc1ccc(NC2=CC(c3ccc(OC)c(OC)c3)N(c3ccc(OC)cc3)C2=O)cc1 (stereo unspecified)	-20%	0.3%	6%	15%	-4%	-11%	-11%	0%
O=C(CN1CCCCC1)Nc1ccc(S(=O)(=O)N2CCCCCC2)cc1	i	-1.2%	6%	-5%	14%[38.3 µM]	-22%	-1%[46.1 µM]	0%
COc1ccc(/C=C/C(=O)Nc2nc(N)n(-c3ccccc3)n2)cc1	0%	1.0%	-2%	4%	-8%	4%	12%	-1%
CC(=O)Oc1c(Cl)cc(Cl)cc1/C=C/c1ccc2ccccc2n1	-15%	-1.0%	-25%	x	x	x	u	x
COc1cccc(/C=N/Nc2nc3ccccc3[nH]2)c1O	-14%	u	4.5µM*	8%	x	x	-5%	x
Cc1cc(C)n2nc(C(=O)N(C)C(c3ccccc3)c3ccccc3)nc2n1	-3%	1.6%	1%	-6%	8%	-30%[inhibitor]	-22%	2%
COC(=O)/C(=C/c1ccc(F)cc1)NC(C)=O	0%	-0.9%	10%	x	x	x	-22%[46.1 µM]	x
CN=c1nc(-c2ccccc2)n(-c2ccccc2)s1	i	-1.2%	3.2µM*	5µM*	25%	u	u	-12%
N#Cc1c(NC(=O)c2ccc(Cn3cc(Br)cn3)o2)sc2c1CCCCC2	-15%	-3.2%	u	14%	3%[38.3 µM]	u	u	5%
COc1cc(Nc2cc(C)nc3ncnn23)cc(OC)c1OC	-12%	1.3%	-8%	7%	3%[38.3 µM]	14µM*	1%[46.1 µM]	-1%
CN(C)CCN(C(=O)c1ccc2c(c1)OCCO2)c1nc2ccc(Cl)cc2s1	-7%	-0.8%	-1%	-10%	4%	2%	-37%	-1%
Cc1cc(-n2c(C)cc(C(=O)CSc3nc(N)cc(=O)[nH]3)c2C)no1	-5%	1.1%	1%	14%	x	x	2%	x
[O-]/[N+](=C\c1ccncc1)c1ccc(Br)cc1	0%	0.1%	-6%	0%	-2%	x	-2%	-3%
COC1=NS(=O)(=O)c2ccccc21	-16%	-4.1%	9%	6%	-2%	6%	11%	2%
Cc1ccccc1-n1c(SCC(=O)N(C)C2CCS(=O)(=O)C2)nc2ccccc2c1=O (stereo unspecified)	i	-0.8%[10.1 µM]	-8%	10%	7%	-8%	4%	5%
CC(C)(C)C1CCC(C(=O)OCC(=O)N2CCN(C(=O)c3ccco3)CC2)CC1 (stereo unspecified)	-7%	-1.6%	-6%	-2%	-5%	9%	-21%	3%
CC(C)(C)NC(=O)COc1ccc(CNc2ncn[nH]2)cc1	i	0.0%	10%	0%	14%	x	-8%	3%
CCc1ccc(NC(=S)Nc2ccc(S(=O)(=O)Nc3ncccn3)cc2)cc1	i	-2.4%	8%	0%	0%	-5%	-13%	1%
CCC(C)(C)NC(=O)Cn1c(-c2ccccc2)cc(C(C)=O)c1C	-5%	3.4%	-2%	9%	-3%	-15%	-15%	0%
COc1ccc(C2C=C(c3cccs3)Nc3nc(CCCO)nn32)cc1 (stereo unspecified)	5%	-0.4%	u	14%	u	-34%[inhibitor]	-4%[46.1 µM]	-3%
Cc1c(NC(=O)c2ccc(Cl)c(S(=O)(=O)N3CCOCC3)c2)c(=O)n(-c2ccccc2)n1C	i	-1.1%	-2%	-3%	4%[38.3 µM]	-24%	-2%[46.1 µM]	15%
CCOC(=O)CNS(=O)(=O)c1c(C)noc1C	11%	-16%	6%	-5%	0%[38.3 µM]	20%	2%[46.1 µM]	-2%
NC(CSS(=O)(=O)O)=N[C@@H]1C[C@H]2CC[C@@H]1C2	x	x	x	3%[14.2 µM]	-3%	-8%[9.22 µM]	x	-4%[7.66 µM]
Nc1ccc(OCCCc2c(N)nc(N)nc2N)cc1	-13%	4.5%	-19%	14%	x	x	-8%	x
CNc1nc(-c2ccccc2)nc(-c2ccccc2)c1C#N	1%	0.7%	6%	5%	u	-3%	-4%[46.1 µM]	0%
O=C(Nc1ncn[nH]1)c1ccc([N+](=O)[O-])cc1[N+](=O)[O-]	-4%	1.0%	-8%	3%	-6%[38.3 µM]	-3%	-1%[46.1 µM]	-1%
O=[N+]([O-])c1ccc(N2CCN(C(=S)c3cccc([N+](=O)[O-])c3)CC2)cc1	-9%	-1.4%	-8%	13µM*	x	x	2%	x
Cc1ccc(-n2ncc3c(SCc4ccccc4)ncnc32)cc1	-1%	-1.1%	u	2%	-2%	11µM*	3%	3%
